Compound activity deposited in PubChem by several laboratories.
Rab7 wt modul = modulators of GTP binding to Rab7, primary screen, biochemical, wildtype, multiplex bead flow cytometry. actives 0.055% (n = 190,000). GST-Rab7 beads, fluorescent GTP binding; actives lie on both sides; untreated = 100%, excess cold GTP = 0%. GTP binding activity (percent of control), % at 10 µM;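 active means fluorescent GTP binding to Rab7 beads changed by at least 20 points from the 100% baseline, either direction, mostly lower; inconclusive means compound itself probably fluorescent, or too few beads counted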;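 further: median green fluorescence of bound Bodipy-FL-GTP per Rab7 bead population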
Cdc42 wt = modulators of GTP binding to wildtype Cdc42, primary screen, biochemical, multiplex bead flow cytometry, Bodipy-GTP; GST-Cdc42 beads; actives lie on both sides; percent activity (GTP binding), % at 10 µM; actives 0.2% (n = 190,000); AID 761, 2007;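 active means percent activity GTP binding at least 20 points away from the 100% baseline, either down as inhibitor or up as activator; inconclusive means compound flagged as likely green fluorescent from well-wide comparison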;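 further: median bead fluorescence of bound Bodipy-FL-GTP at 100 nM; 0% = excess unlabeled GTP control and 100% = no compound control; below 100% means less GTP binding so inhibitor and above means activator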
Pf gamet viab = late stage P. falciparum gametocyte viability inhibitors, primary screen, ATP luminescence, HTS | actives 0.065% (n = 150,000) | P. falciparum stage V gametocytes, 24 h | inhibition, % at 10.9 µM;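 active means inhibition above the mean plus 3 SD of compounds within the control limits, set per campaign, cut at about 38% in these data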;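 further: 0% = DMSO wells and 100% = medium only without gametocytes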
ABCG2 inh = ABCG2 efflux pump inhibitors, primary screen, multiplex with ABCB1, IgMXP3 cells, flow cytometry; Broad substrate specificity ATP-binding cassette transporter ABCG2 (Homo sapiens), Q9UNQ0; JC-1 efflux; inhibition, % at 6.6 µM; actives 0.1% (n = 190,000);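 active means inhibition above 80%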;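 further: 0% = DMSO and 100% = nicardipine control wells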
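Times: 10 min at 25 °C | Test system: Two drug-resistant human cell lines, ABCG2 and ABCB1 | Quantity: 3 million cells/mL final, two lines in 1:1 ratio | Signal: Flow cytometry, 530 nm JC-1 signal | Dosing: Compound at 6.6 µM | Controls: Nicardipine and DMSO wells | Reagent: JC-1 as fluorescent efflux pump substrate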
Rac1 wt modul = wildtype Rac1 GTP binding modulators, primary screen, biochemical, GST-Rac1 beads, flow cytometry, multiplex | GTP binding activity (% of control), % at 10 µM | actives 0.27% (n = 190,000) | fluorescent GTP binding; actives lie on both sides; 0 = cold GTP competed, 100 = untreated | AID 757, 2007;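 active means GTP binding activity at least 20 points away from the 100% control level, either lower or higher; inconclusive means compound flagged as likely green fluorescent, judged across all proteins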
Rac1 mut GTP = GTP binding modulators of activated mutant Rac1, primary screen, biochemical, bead-based flow cytometry, multiplex, fluorescent GTP; percent activity (GTP binding), % at 10 µM; actives 0.11% (n = 190,000); GST-Rac1 activated beads; actives lie on both sides; 100% means binding = to untreated wells; Ras-related C3 botulinum toxin substrate 1 (Homo sapiens), P63000;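 active means GTP binding at least 20 percentage points away from the 100% baseline, in either direction, so actives lie on both sides; inconclusive means Compound likely fluorescent itself, or too few beads counted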
ABCB1 block = ABCB1 efflux pump inhibitors, primary screen, cell-based, multiplex, flow cytometry, ABCG2 counter-screen | ATP-dependent translocase ABCB1 (Homo sapiens), P08183 | inhibition, % at 6.6 µM | AID 1326, 2008 | actives 0.067% (n = 190,000) | CCRF-Adr cells, JC-1 efflux; in the data active means inhibition above about 40%;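 further: 0% = vehicle and 100% = reference inhibitor; higher value means more JC-1 retained so stronger ABCB1 efflux block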
Target sequence (P08183 whole entry, looked up): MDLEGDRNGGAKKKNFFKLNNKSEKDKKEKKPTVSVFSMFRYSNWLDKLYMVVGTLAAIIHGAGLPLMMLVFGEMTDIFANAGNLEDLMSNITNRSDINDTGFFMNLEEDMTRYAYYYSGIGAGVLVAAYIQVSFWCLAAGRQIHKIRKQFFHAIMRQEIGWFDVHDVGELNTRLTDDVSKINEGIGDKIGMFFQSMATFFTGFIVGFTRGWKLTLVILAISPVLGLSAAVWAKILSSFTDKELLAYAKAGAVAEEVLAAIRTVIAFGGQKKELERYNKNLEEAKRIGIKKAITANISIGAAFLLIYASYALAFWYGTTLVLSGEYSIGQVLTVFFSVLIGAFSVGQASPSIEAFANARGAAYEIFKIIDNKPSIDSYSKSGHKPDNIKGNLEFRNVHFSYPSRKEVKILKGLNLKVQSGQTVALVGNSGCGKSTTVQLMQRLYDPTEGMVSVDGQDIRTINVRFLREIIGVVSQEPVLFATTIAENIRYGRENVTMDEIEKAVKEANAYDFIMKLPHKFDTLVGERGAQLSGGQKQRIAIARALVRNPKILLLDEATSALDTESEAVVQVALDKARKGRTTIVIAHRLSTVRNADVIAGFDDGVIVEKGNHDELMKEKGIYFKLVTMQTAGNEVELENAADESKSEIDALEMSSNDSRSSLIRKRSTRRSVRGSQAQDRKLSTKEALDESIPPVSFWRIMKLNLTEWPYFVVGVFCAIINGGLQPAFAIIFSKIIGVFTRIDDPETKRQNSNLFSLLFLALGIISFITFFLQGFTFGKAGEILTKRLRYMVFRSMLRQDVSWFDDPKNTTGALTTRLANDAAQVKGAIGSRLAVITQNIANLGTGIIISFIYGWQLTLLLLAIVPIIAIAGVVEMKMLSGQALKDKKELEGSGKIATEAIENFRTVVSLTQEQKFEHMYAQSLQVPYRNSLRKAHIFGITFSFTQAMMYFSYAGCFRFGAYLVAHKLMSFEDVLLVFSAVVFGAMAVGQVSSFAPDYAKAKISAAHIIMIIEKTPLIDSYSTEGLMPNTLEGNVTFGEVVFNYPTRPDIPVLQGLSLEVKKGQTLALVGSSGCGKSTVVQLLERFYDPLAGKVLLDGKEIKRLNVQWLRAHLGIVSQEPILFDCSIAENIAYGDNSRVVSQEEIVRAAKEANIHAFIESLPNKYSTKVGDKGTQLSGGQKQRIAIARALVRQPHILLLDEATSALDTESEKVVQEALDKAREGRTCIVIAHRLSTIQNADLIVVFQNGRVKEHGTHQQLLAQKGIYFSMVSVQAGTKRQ
HRas wt GTP = modulators of GTP binding to HRas wildtype, primary screen, biochemical, bead-based flow cytometry, multiplex. GTPase HRas (Homo sapiens), P01112. GST-Ras wt beads, Bodipy-FL-GTP binding; actives lie on both sides. GTP binding activity, % at 10 µM. actives 0.14% (n = 190,000). AID 759, 2007;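 active means GTP binding activity at least 20% away from the 100% baseline, either lowered as inhibitor or raised as activator; inconclusive means flagged as likely green fluorescent, judged across all proteins in the well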;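 further: 0% = unlabeled GTP competition control and 100% = no-compound control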
Avidin fluor = green autofluorescence of compounds with avidin beads – biophysical, 488/530 nm, flow cytometry, artefact control, profiling panel | compound fluorescence 488/530 nm; hits give high values | fluorescence (KMESF) at 10 µM | actives 0.38% (n = 220,000); in the data active means fluorescence above about 47; further: inactives centre near 10
GSH bead fluor = compound fluorescence on glutathione beads, profiling panel, artefact control, biophysical, 488/530 nm, flow cytometry; GSH beads flow cytometry, compound fluorescence 488/530 nm; hits give high values; fluorescence (KMESF) at 10 µM; actives 0.25% (n = 190,000); AID 1776, 2009; in the data active means fluorescence above about 89;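 further: glutathione beads carrying GST-tagged Bcl family fusion proteins plus one bare bead set; values are compound well signal with DMSO vehicle wells as background; inactives centre near 16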
Rab2 wt GTP = modulators of GTP binding to Rab2A wildtype, primary screen, biochemical, dog, bead-based flow cytometry, multiplex; Ras-related protein Rab-2A (Canis lupus familiaris), P61105; GST-Rab2 wt beads, Bodipy-GTP binding; GTP binding activity, % at 10 µM; actives 0.19% (n = 190,000); AID 760, 2007;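 active means GTP binding activity at least 20 points away from 100%, either lowered or raised; inconclusive means signal likely due to the compound's own green fluorescence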;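 further: 0% = beads with excess unlabeled GTP and 100% = no-compound control corrected for plate trend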
Starred values were filed as active, the others as inactive; u = inconclusive; x = not tested or not shown.

The line under a structure holds: Rab7 wt modul	Cdc42 wt	Pf gamet viab	ABCG2 inh	Rac1 wt modul	Rac1 mut GTP	ABCB1 block	HRas wt GTP	Avidin fluor	GSH bead fluor	Rab2 wt GTP
1. CCOC(=O)c1c(C)[nH]c(C)c1C(=O)COC(=O)/C=C/c1ccc(OC(F)F)cc1
    99	97	5	40	100	97	0.6	97	13	11	99
2. c1nc(NCCN2CCOCC2)c2sc3nc(N4CCOCC4)c4c(c3c2n1)CCC4
    u	u	-18	17	u	u	1.0	u	4	31	u
3. NS(=O)(=O)c1ccc(NC(=S)NC2CCCCCC2)cc1
    99	102	10	0	108	103	-0.3	102	3	9	101
4. CCc1cccc(NC(=O)CCS(=O)(=O)c2cccc3nonc23)c1
    100	101	x	1	100	98	0.4	100	8	34	99
5. CCOc1ccc(Cn2c(=O)oc3ccc(C)cc32)cc1OC
    96	100	x	3	100	96	0.7	100	3	21	97
6. CCn1c(/C(C#N)=N/O)nc2ccccc21
    98	104	-31	16	99	98	0.7	98	7	11	98
7. CC(O)CCC(=O)NNC(=S)Nc1ccccc1 (stereo not given)
    97	95	-1	0	98	95	-0.2	94	9	10	95
8. O=C(O)c1cccc(S(=O)(=O)Nc2ccc(S(=O)(=O)N3CCOCC3)cc2)c1
    96	96	-15	-1	96	95	-0.2	94	11	16	92
9. CCc1cccc(C)c1NC(=O)C1CC=CCC1C(=O)O (stereo not given)
    109	94	x	4	100	93	0.9	97	5	20	96
10. CC1(C)CC(=O)C(C=NCCN2CCN(C3CC(=O)N(c4cccc(Br)c4)C3=O)CC2)=C(O)C1 (stereo not given)
    108	97	16	6	99	92	0.2	100	12	10	99
11. CCN(CC(=O)NC1CCS(=O)(=O)C1)S(=O)(=O)c1ccc(C)c(C)c1 (stereo not given)
    100	98	-20	-1	104	102	0.4	101	12	5	98
12. CN(C)c1ccc(N=Cc2nc(-c3ccccc3)oc2OC(=O)c2ccccc2)cc1
    104	102	-8	4	107	100	0.4	101	3	10	101
13. Cc1cccc(OCCOCCN2CCOCC2)c1C
    91	95	-3	0	88	90	-0.1	92	10	35	91
14. O=C(N/N=C\c1cccc(F)c1)c1ccc(Cn2cc(Br)c([N+](=O)[O-])n2)o1
    101	96	-18	2	97	95	0.4	98	11	16	96
15. Cc1nn(CCc2n[nH]c(=S)n2-c2ccc(F)c(Cl)c2)c(C)c1[N+](=O)[O-]
    94	95	x	-2	96	96	-1.0	96	8	8	95
16. O=C1CC(c2ccc(Cl)c(Cl)c2)CC(O)=C1C=NCCN1CCNCC1 (stereo not given)
    102	102	x	0	97	97	0.0	100	30	23	101
17. CC1(C)CC(=O)c2sc(NC(=O)C3CC3)nc2C1
    97	100	x	4	98	96	0.5	101	6	19	101
18. CC(C)C(=O)c1cn(CC(=O)O)c2ccccc12
    97	97	-13	2	96	93	0.3	96	7	25	98
19. Cn1c(N)c(C(=O)COC(=O)c2ccccn2)c(=O)n(C)c1=O
    100	95	6	2	97	97	-0.5	95	11	13	95
20. O=C(CN1CCN(Cc2cccc(Cl)c2)C1=O)NCc1cccs1
    110	99	-2	3	100	95	0.6	100	10	25	100
21. N/C(=N\OC(=O)C1CCCCC1)c1cccc([N+](=O)[O-])c1
    102	106	x	4	103	101	0.5	105	11	17	105
22. CCOC(=O)CNC(=S)N(Cc1ccccc1)Cc1ccccc1F
    98	99	x	10	104	98	-0.1	101	17	14	100
23. CCOc1ccccc1C1CC(=O)NC2=C1C(=O)CCC2 (stereo not given)
    102	100	13	26	106	100	0.4	102	8	15	102
24. COC(=O)CSc1nnc(CNC(=O)Cc2ccccc2)n1-c1ccccc1OC
    96	102	x	8	104	99	-0.1	99	7	30	99
25. CC1(C)Cc2c(c(=S)nc(-c3ccccc3)n2CCO)CO1
    100	93	-32	0	99	97	0.4	96	15	32	98
26. O=S(=O)(NCc1ccco1)c1ccc(S(=O)(=O)N2CCCC2)cc1
    99	108	-7	1	109	101	0.7	102	16	12	103
27. CCOC(=O)c1c(C)[nH]c(C=C2C(=O)CCCC2=O)c1O
    103	103	x	10	105	101	0.4	100	14	17	99
28. CCOc1cc2[nH]c(=S)n(CCCN3CCOCC3)c(=O)c2cc1OCC
    99	101	19	-9	103	99	-5.4	100	7	26	99
29. COc1cc(C(=O)N2C(=O)c3cccc(N)c3C2=O)cc(OC)c1OC
    97	97	x	4	101	95	0.3	95	11	15	94
30. CN1N=C(c2ccc(Cl)cc2)CC(c2ccc(Cl)cc2)C1=O (stereo not given)
    102	97	8	2	97	95	1.1	97	10	19	95
31. O=C(CCSCCC(=O)NCc1ccc(F)cc1)NCc1ccc(F)cc1
    99	100	-29	-4	106	99	-0.2	100	13	12	100
32. Cc1ccc(NC(=O)COC(=O)CN2C(=O)NC3(CCCC3)C2=O)cc1S(=O)(=O)N(C)C
    103	99	x	7	100	95	-0.3	96	10	12	99
33. C=CCSC(=S)Nc1c(C)n(C)n(-c2ccccc2)c1=O
    102	97	0	2	102	95	0.8	96	11	11	96
34. Cc1c(Cl)cnc(NC(=O)COC(=O)CCC(=O)c2cccs2)c1Cl
    100	101	13	25	103	95	0.3	96	16	14	94
35. Cc1ccc(N2CCN(/N=C/C=C/c3ccccc3)CC2)cc1
    98	103	-20	0	104	101	0.6	99	8	13	99
36. COc1ccc(CN/C(C)=C(/C#N)C(N)=O)cc1OC
    99	94	10	7	98	95	0.5	96	27	25	95
37. OCC1(Cc2ccccc2)CCN(Cc2cccc(F)c2F)CC1
    105	98	-16	0	101	96	0.3	96	4	10	98
38. Cc1ccc2nc(NCCC(=O)O)nc(-c3ccccc3)c2c1
    97	98	x	1	100	98	0.0	94	11	15	97
39. Cc1cccc(NC(=O)Cn2c([N+](=O)[O-])cnc2C)c1C
    99	98	x	1	101	100	0.1	98	14	18	100
40. O=C(NCC(c1cccnc1)N1CCN(c2ccc(F)cc2)CC1)c1ccco1 (stereo not given)
    94	95	x	1	98	95	0.8	96	7	20	96
41. O=S(=O)(c1ccc(NC(=S)N2CCN(c3ccc(O)cc3)CC2)cc1)N1CCOCC1
    99	96	-20	8	101	94	0.3	96	10	10	97
42. Cc1occc1C(=O)N1CCCc2ccccc21
    100	99	11	0	102	100	-0.4	100	11	14	100
43. N#CC1CC(c2ccccc2)=NN1c1ccccc1[N+](=O)[O-] (stereo not given)
    92	92	3	0	91	91	-0.3	94	10	13	95
44. COc1cc(C(O)c2nc3ccccc3n2C)cc(OC)c1OC (stereo not given)
    99	104	-16	2	101	100	0.9	104	8	20	104
45. COc1ccc(OC)c2c1sc(=NC(=O)CN1C(=O)CCC1=O)n2C
    96	95	x	3	94	99	0.5	94	7	16	94
46. O=C(Nc1ccccc1)OCc1cncs1
    104	99	4	11	99	94	0.6	97	8	14	99
47. Cc1cc(C)cc(NC(=O)N2CCC(NC(=O)c3ccccc3C)CC2)c1
    101	101	-22	2	103	101	0.4	104	26	12	103
48. O=C(O)C1C(C(=O)Nc2ccc(Cl)cc2)C2C=CC1C21CC1 (stereo not given)
    u	u	-6	0	u	u	0.0	u	3	26	u
49. Cc1c(C(=O)NCc2ccccc2)oc2ccc(S(=O)(=O)N3CCC4(CC3)OCCO4)cc12
    100	98	5	2	97	96	0.8	99	36	17	98
50. O=C(CC1SC(=O)N(Cc2ccccc2)C1=O)Nc1nccs1 (stereo not given)
    99	104	-13	7	103	98	-0.1	99	10	10	98

An excerpt from above, limited to ABCB1 block and Cdc42 wt:
entry	structure	ABCB1 block	Cdc42 wt
34	Cc1c(Cl)cnc(NC(=O)COC(=O)CCC(=O)c2cccs2)c1Cl	0.3	101
5	CCOc1ccc(Cn2c(=O)oc3ccc(C)cc32)cc1OC	0.7	100
